# D3 ag – qHTS of D3 Dopamine Receptor Agonist: qHTS; max activation, %; actives 0.58% (n = 410,000); D3R DiscoveRx beta-arrestin cells, luminescence, 90 min; AID 652048, 2013; in the data active = max activation above about 30%; note: 0% is about no effect; mostly tested at two doses, the higher about 12 µM
# Target sequence (P35462 whole entry, looked up): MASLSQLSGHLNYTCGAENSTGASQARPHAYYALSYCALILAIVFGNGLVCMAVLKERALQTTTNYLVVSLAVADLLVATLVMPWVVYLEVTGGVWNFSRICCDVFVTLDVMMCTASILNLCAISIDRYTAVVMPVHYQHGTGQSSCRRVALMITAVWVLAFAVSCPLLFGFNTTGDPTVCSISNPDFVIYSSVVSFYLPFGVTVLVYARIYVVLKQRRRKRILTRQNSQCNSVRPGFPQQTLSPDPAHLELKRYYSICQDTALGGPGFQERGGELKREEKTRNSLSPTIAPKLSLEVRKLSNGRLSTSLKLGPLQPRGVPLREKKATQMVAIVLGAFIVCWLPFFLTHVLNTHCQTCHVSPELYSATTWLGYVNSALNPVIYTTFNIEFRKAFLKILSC
#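 Agonist mode: compounds and dopamine controls were applied to plated cells for 90 min at 37 degrees C after an overnight attachment at 1500 cells/well. Luminescent read-out followed 30 - 60 minutes at room temperature with DiscoveRx detection reagent.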
# IL-1B inflam inh – qHTS for Inhibitors of Inflammasome Signaling: IL-1-beta AlphaLISA Primary Screen; THP-1 LPS/ATP IL-1B secretion, AlphaLISA, 16 h; active compounds read low; activity change, % at 57.5 µM; actives 4.7% (n = 360,000); in the data active = activity change below about -50%; inconclusive = mostly about -30% to -49%; note: % is set by controls: 0 for no effect and ±100 for the full control effect
#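 THP-1 cells pretreated 1 hr with compounds (up to 57.5 uM final), then stimulated with LPS (250 ng/mL final) plus ATP (1.25 mM final); secreted IL-1B measured by AlphaLISA after 16 hr, decreased signal indicating inhibition.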
# KB-3-1 cytotox – qHTS assay for MDR1-selective chemotherapeutics: Primary screen using the parental adenocarcinoma cell KB-3-1; AID 1347075, 2019; KB-3-1 viability, CellTiter-Glo ATP luminescence, 72 h; actives 1.4% (n = 400,000); Potency, µM (titrated, usually from 46.1 µM), for the others: at the highest dose activity change, negative = cytotoxic, usual class: cytotoxic; note: potency is the fitted concentration of half-maximal effect; % is set by controls: 0 for no effect and ±100 for the full control effect; nearly all actives have a fitted effect of over 60% in size
#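 Using CellTiter-Glo luminescence, growth of non-resistant KB-3-1 adenocarcinoma cells is assessed 72 h after pin-tool compound addition at 37 °C. Normalized responses across the concentration series yield fitted curves.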
# SW480 rereplic – A quantitative high throughput screen for small molecules that induce DNA re-replication in SW480 colon adenocarcinoma cells; SW480 DNA re-replication, Hoechst DNA content imaging, 48 h; Potency, µM (series often up to 46.1 µM), for inactives: at the highest dose re-replication activation, actives largely listed as activators; actives 1.8% (n = 340,000); AID 624297, 2012; note: potency is the fitted concentration of half-maximal effect; % of control where 0% means no effect; nearly all actives have a fitted effect of over 55% in size
#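 SW480 cells exposed to compounds for 48 hr at 37 C, 5% CO2, then Hoechst-stained 40 min. Nuclear DNA content imaged by fluorescence scanning (405 nm excitation, 500-530 nm emission); re-replication scored as increased high-intensity nuclei.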
# KB-V1 cytotox – qHTS assay for MDR1-selective chemotherapeutics: Primary screen using the drug-selected MDR subline cells KB-V1 | KB-V1 MDR cells viability, CellTiter-Glo, 72 h | Potency, µM (highest dose often 46.1 µM), for the others: at the top dose activity change, negative = cytotoxicity, usual class: cytotoxic | actives 3.4% (n = 400,000) | AID 1347076, 2019; note: potency is the fitted concentration of half-maximal effect; % is set by controls: 0 for no effect and ±100 for the full control effect; nearly all actives have a fitted effect of over 60% in size
#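 Potencies derive from concentration-effect curves fitted to normalized luminescence (CellTiter-Glo) of KB-V1 cells treated for 72 h at 37 degrees C in phenol-red-free DMEM containing 10% FBS.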
# HT1080-NT tox – qHTS for induction of synthetic lethality in tumor cells producing 2HG: qHTS for the HT-1080-NT fibrosarcoma cell line. HT-1080-NT fibrosarcoma viability, CellTiter-Glo ATP luminescence, 48 h. Potency, µM (titrated, usually from 46.1 µM), inactives show top-dose activity, negative = less viability, hits mostly cytotoxic. actives 1.6% (n = 360,000);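 note: NT is the 2HG producing partner of a matched IDH1 knockdown line; potency is the fitted concentration of half-maximal effect; 0% = DMSO-treated cells and -100% = media-only wells without cells; nearly all actives have a fitted effect of over 55% in size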
#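 Read-out is CellTiter-Glo luminescence after 10 minutes at room temperature, following 48 hours' compound treatment of HT-1080-NT cells (750 cells/well, RPMI, 5% FBS, 37 degrees C).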
# GLP1R ag – qHTS of GLP-1 Receptor Agonists; Potency, µM (titrated, usually from 45.6 µM), for inactives: at the top dose activation, actives largely listed as activators; actives 0.007% (n = 380,000); HEK293 GLP-1R CRE-luciferase, luminescence, 4-6 h; cells express a hypersensitive GLP-1R form; note: potency is the fitted concentration of half-maximal effect; % of control where 0% means no effect
# Target sequence (P43220 whole entry, looked up): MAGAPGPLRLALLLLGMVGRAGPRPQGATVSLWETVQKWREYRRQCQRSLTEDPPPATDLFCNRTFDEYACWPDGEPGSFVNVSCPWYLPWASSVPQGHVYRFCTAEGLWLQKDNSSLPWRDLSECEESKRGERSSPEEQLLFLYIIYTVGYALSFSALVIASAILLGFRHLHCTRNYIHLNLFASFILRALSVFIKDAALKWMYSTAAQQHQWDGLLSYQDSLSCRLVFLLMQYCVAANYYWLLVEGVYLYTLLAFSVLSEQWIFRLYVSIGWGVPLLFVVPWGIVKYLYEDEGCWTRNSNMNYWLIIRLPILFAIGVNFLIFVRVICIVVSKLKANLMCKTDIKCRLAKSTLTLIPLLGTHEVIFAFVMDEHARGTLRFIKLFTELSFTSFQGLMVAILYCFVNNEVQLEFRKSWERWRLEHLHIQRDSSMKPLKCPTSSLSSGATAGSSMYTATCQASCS
# HT1080 IDH1KD tx – qHTS for induction of synthetic lethality in tumor cells producing 2HG: qHTS for the HT-1080-IDH1KD cell line | HT-1080 IDH1 knockdown viability, ATP luminescence, 48 h | AID 686971, 2013 | Potency, µM (highest dose often 46.1 µM), inactives show at the highest dose activity, negative = toxicity, most hits filed as cytotoxic | actives 2% (n = 360,000);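 note: potency is the fitted concentration of half-maximal effect; 0% = DMSO wells and -100% = cell-free medium wells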
#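 IDH1KD HT-1080 cells, 750/well, RPMI + 5% FBS; compound pinned after 2 h settling; 48 h, 37 °C; CellTiter-Glo luminescence; % activity normalised to DMSO and no-cell wells; curves fitted, classed by r2 and efficacy.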
# D3 antag – qHTS of D3 Dopamine Receptor Antagonist: qHTS | max response, negative = inhibition, % | D3R cells, DiscoveRx beta-arrestin luminescence, antagonist mode; active compounds read low | actives 2.5% (n = 360,000) | AID 652054, 2013; in the data active = max response below about -50%; inconclusive = no clear call, values can overlap the other calls; note: % is set by controls: 0 for no effect and ±100 for the full control effect; mostly tested at two doses, the higher about 12 µM
#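 Cells expressing the human receptor were seeded at 1500 cells/well, incubated overnight at 37 degrees C in 5% CO2, then exposed to library compounds with dopamine controls for 90 minutes at 37 degrees C before luminescent detection.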
# * = called active by the depositor; i = inactive; ? = inconclusive; · = no result given; [ ] = remark or other dose. Unless noted, calls come from the whole dose curve; as a rule, active = well fitted curve in the direction sought with a large enough effect; inconclusive = small, poorly fitted or top-dose-only effect, or another doubt; inactive = no such curve, though single readings can be large; an effect the other way counts as inactive or inconclusive.
1: CCOC(=O)c1c(C)[nH]c(C)c1C(=O)CSc1nc2ccccc2c(=O)n1-c1ccc(F)cc1
2: C[C@H](CO)N1C[C@H](C)[C@@H](CN(C)C(=O)Nc2ccccc2)Oc2c(NC(=O)Nc3ccccc3)cccc2C1=O
3: COc1cc(NC(=O)CN2CCN(c3ccccc3F)CC2)cc(OC)c1
4: COc1cc(C2NC(=O)NC(C)=C2C(=O)Nc2cccc(C)c2C)cc(OC)c1OC (configuration not stated)
5: O=C(CN1C(=O)NC2(CCCC2)C1=O)Nc1ccc(F)c([N+](=O)[O-])c1
6: COc1ccc(N2CCN(CC(O)COc3cc(C)cc(C)c3)CC2)cc1 (configuration not stated)
7: CN(Cc1ccccc1)c1nc(N)c([N+](=O)[O-])c(NCc2ccccc2)n1
8: CCCOc1ccc(C2NC(=S)NC(c3ccccc3)=C2C(=O)Nc2ccc(C)cc2)cc1OC (configuration not stated)

assay / entry	1	2	3	4	5	6	7	8
D3 ag	6	-3	-8	2	-8	-10	5	0
IL-1B inflam inh	-6	-6	-8	18	-66*	6	-51*	-19
KB-3-1 cytotox	-2%	-3%	-2%	0%	0%	5%	?	6%
SW480 rereplic	19%	-15%[9.22 µM]	-4%	-4%	3%	-2%	-2%	7%
KB-V1 cytotox	-12%	11%	-13%	8%	?	0%	18µM*	3%
HT1080-NT tox	-27%	7%	1%	10%	-12%	5%	?	2%
GLP1R ag	?	13%	4%	-11%	4%	0%	1%	-4%
HT1080 IDH1KD tx	?	1%	-1%	10%	-2%	-7%	?	-2%
D3 antag	24	-2	?	-27	-6	1	15	11

# Reprinted at random: 2 records from the list
8: CCCOc1ccc(C2NC(=S)NC(c3ccccc3)=C2C(=O)Nc2ccc(C)cc2)cc1OC (configuration not stated)
6: COc1ccc(N2CCN(CC(O)COc3cc(C)cc(C)c3)CC2)cc1 (configuration not stated)

assay / entry	8	6
D3 ag	0	-10
IL-1B inflam inh	-19	6
KB-3-1 cytotox	6%	5%
SW480 rereplic	7%	-2%
KB-V1 cytotox	3%	0%
HT1080-NT tox	2%	5%
GLP1R ag	-4%	0%
HT1080 IDH1KD tx	-2%	-7%
D3 antag	11	1

# Continuation.
9: CCSc1cc(N2CCCC2)nc(-c2ccc(C)cc2)n1
10: Cc1nn(CC(=O)Nc2nc3ccccc3s2)c(C)c1[N+](=O)[O-]
11: Cc1ccc(NC2=NC(c3ccc(F)cc3)n3c(nc(C)cc3=O)N2)cc1 (configuration not stated)
12: COC(=O)NNC(=O)C1CCC(C(=O)NNC(=O)OC)CC1 (configuration not stated)
13: COc1ccc(Nc2ccc(C(N)=O)cc2[N+](=O)[O-])cc1
14: Cc1ccc(C)c(SCC(=O)OCC(=O)Nc2ncc(C(F)(F)F)cc2Cl)c1
15: Cc1ccc(O/C=C2\OC(=O)c3ccccc32)cc1
16: Cc1ccc(S(=O)(=O)N(C)c2ccc(OC(=O)CN3C(=O)NC(C)(c4ccccc4)C3=O)cc2)cc1C (configuration not stated)

assay / entry	9	10	11	12	13	14	15	16
D3 ag	3	-4	9	14	2	-1	0	-15
IL-1B inflam inh	14	12	-7	-9	-61*	-5	-2	0
KB-3-1 cytotox	0%	-6%	5%	-1%	-16%	-13%	10%	-33%
SW480 rereplic	-9%	-3%	-7%	-3%	0%	-3%	-6%	-17%
KB-V1 cytotox	-16%	-1%	8%	0%	-16%	-7%	3%	-27%
HT1080-NT tox	11%	-2%	3%	0%	-3%	22%	5%	-4%
GLP1R ag	0%	0%	9%	-2%	14%	-2%	-11%	-4%
HT1080 IDH1KD tx	9%	0%	5%	18%	-20%	1%	16%	1%
D3 antag	9	-22	6	-14	-14	3	7	2

17: O=c1oc2cc(O)ccc2cc1S(=O)(=O)c1ccccc1
18: CCc1cccc(C)c1NC(=O)C1CC=CCC1C(=O)O (configuration not stated)
19: O=C(CNS(=O)(=O)c1ccccc1)Nc1ccccc1Br
20: COCCCn1c(C)nnc1-c1cnn(-c2ccccc2)c1N
21: CCOc1ccc2nc(SCC(=O)N3CCN(C(=O)c4ccco4)CC3)sc2c1
22: Cc1ccc(C)c(S(=O)(=O)N2CCCOC2CNC(=O)C(=O)NCc2ccncc2)c1 (configuration not stated)
23: O=C(C[C@H]1CC[C@@H]2[C@H](COC[C@H](O)CN2Cc2cccc(F)c2)O1)NCc1cccc(F)c1
24: CCCc1nnc(NC(=O)CSc2nnc(-c3ccco3)n2C)s1

assay / entry	17	18	19	20	21	22	23	24
D3 ag	35*	-4	-6	1	-2	-10	-8	1
IL-1B inflam inh	-1	0	i	7	-13	18	4	13
KB-3-1 cytotox	-6%	8%	10%	8%	-10%	-9%	1%	-2%
SW480 rereplic	2%	-12%	-11%	5%	7%	-11%	·	7%
KB-V1 cytotox	?	6%	-23%	0%	-11%	4%	-18%	-4%
HT1080-NT tox	0%	9%	-11%	0%	-1%	1%	2%	1%
GLP1R ag	-9%	4%	5%	-2%	-15%	-4%	·	5%
HT1080 IDH1KD tx	-1%	-4%	-3%	0%	-8%	0%	11%	4%
D3 antag	-7	-4	-14	1	-14	-4	-4	-10

25: COc1ccc(S(=O)(=O)N2CCCOC2CNC(=O)C(=O)NCCO)cc1 (configuration not stated)
26: COc1ccc(C=Nc2cccc3c(=O)[nH][nH]c(=O)c23)c2ccccc12
27: O=C(NCc1ccncc1)C(=O)NCC(c1ccco1)N1CCN(c2ccc(F)cc2)CC1 (configuration not stated)
28: O=c1[nH]c(NCCO)c(N=Cc2ccccc2)c(=O)[nH]1
29: O=C(NCc1csc(-c2ccccc2)n1)c1cc(F)cc2c1OCOC2
30: COc1ccc(-c2cc(C(F)(F)F)nc(NCCc3ccccc3)n2)cc1OC
31: O=c1[nH]cc(N2CCCCCC2)c(=O)[nH]1
32: O=S(=O)(/N=C(/c1ccccc1)N1CCOCC1)c1ccc(F)cc1F

assay / entry	25	26	27	28	29	30	31	32
D3 ag	2	2	3	11	10	18	9	-5
IL-1B inflam inh	8	34	1	12	·	·	2	35
KB-3-1 cytotox	0%	-5%	?	16%	-12%	6%	-4%	3%
SW480 rereplic	·	17%	-34%[inhibitor]	2.3µM*	-21%	·	-23%	-14%
KB-V1 cytotox	2%	3%	2.6µM*	10%	?	-8%	1%	?
HT1080-NT tox	14%	-2%	-1%	?	2%	·	16%	-2%
GLP1R ag	0%	16%	-7%	-6%	24%	2%	8%	-1%
HT1080 IDH1KD tx	2%	7%	2%	7%	4%	·	10%	1%
D3 antag	13	-18	-10	14	1	·	-5	11

33: COc1ccc(NC(=O)NC2CCCc3ccccc32)c(OC)c1 (configuration not stated)
34: Cc1cc2oc(C(=O)Nc3c(C)n(C)n(-c4ccccc4)c3=O)c(C)c2cc1Cl
35: COc1ccccc1Nc1ncnc2nc[nH]c12
36: CCN(CC(=O)Nc1ccc(NC(C)=O)cc1)C(=O)Cc1c(Cl)cccc1Cl
37: O=C1c2ccccc2-c2nccnc21
38: C=CCOC(=O)Nc1nc(CCNC(=O)OCc2ccccc2)c(C(=O)O)s1
39: COc1ccc(Br)cc1S(=O)(=O)N1CCN=C1c1ccccc1
40: COCCOC(=O)C1=C(C)NC(=O)NC1c1ccc(Cl)cc1 (configuration not stated)

assay / entry	33	34	35	36	37	38	39	40
D3 ag	2	2	1	-14	-10	1	1	-2
IL-1B inflam inh	-18	0	51	-18	-11	-5	9	?
KB-3-1 cytotox	-12%	-13%	-3%	-3%	6%	-14%	·	-3%
SW480 rereplic	5%	-3%	-26%	-2%	-8%	·	14%	30%
KB-V1 cytotox	4%	?	-8%	-2%	2%	-2%	·	?
HT1080-NT tox	-9%	?	18%	-1%	10%	7%	0%	0%
GLP1R ag	4%	-8%	-14%	-1%	-5%	·	-1%	2%
HT1080 IDH1KD tx	-12%	?	13%	-9%	5%	19%	4%	-6%
D3 antag	-4	-22	25	-8	-8	0	2	13

41: Cc1cc(C)cc(N2C(=O)CC(Sc3ccccc3C(=O)O)C2=O)c1 (configuration not stated)
42: CCCC(=O)N=C1SC2CS(=O)(=O)CC2N1c1ccc(C(C)=O)cc1 (configuration not stated)
43: Cc1cc(C(=O)NCCC(c2ccccc2)c2ccccc2)c(C)o1
44: CC1CCc2c(sc(/N=C/c3ccco3)c2C(N)=O)C1 (configuration not stated)

assay / entry	41	42	43	44
D3 ag	-8	1	-3	2
IL-1B inflam inh	6	13	-11	-7
KB-3-1 cytotox	10%	?	-10%	11%
SW480 rereplic	-4%	-1%	?	-5%
KB-V1 cytotox	29%	7%	-9%	17%
HT1080-NT tox	-4%	11%	-11%	6%
GLP1R ag	-3%	-2%	0%	7%
HT1080 IDH1KD tx	-1%	6%[9.24 µM]	-25%	10%
D3 antag	-22	0	9	14

# Results in HT1080-NT tox (2 entries from above):
no.	Molecule	HT1080-NT tox
42	CCCC(=O)N=C1SC2CS(=O)(=O)CC2N1c1ccc(C(C)=O)cc1 (configuration not stated)	11%
44	CC1CCc2c(sc(/N=C/c3ccco3)c2C(N)=O)C1 (configuration not stated)	6%

# High-throughput results (PubChem BioAssay)
